FBPA coupling cs = counter-screen for Giardia aldolase inhibitors: coupling enzyme system | AID 2472 | activity change, negative = inhibition, % at 58.2 µM, hits read low | hit rate 0.67% among 290,000 | coupling enzyme system counterscreen, AmpLite Red fluorescence; in the data active = activity change below about -30%
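Counterscreen lacking aldolase: glyceraldehyde-3-phosphate coupling-enzyme reagent preincubated 10 min at RT with compound (at 57.5 uM final), then substrate/coupling system with AmpLite Red added; fluorescence read at 525/598 nm after 20 min RT.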
Chronic BCR inh = blocks chronic active B-cell receptor signaling | Potency, µM (highest dose often 46.1 µM), inactives show at the highest dose ratio change, negative = lower green/red ratio, usual class: inhibitors | ABC-DLBCL IkBa-CBG/CBR reporter, luminescence ratio, 4 h | hit rate 0.05% among 340,000 | AID 493014; active = well fitted inhibition curve with a large enough effect in the signal ratio, with a control signal flat, not every such curve was filed as active; inconclusive = small, poorly fitted or top-dose-only effect, or effect the other way, or a change in a side signal; the % refers to the signal ratio;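 note: potency is the fitted concentration of half-maximal effect; plate controls were basal doxycycline-induced cells for no effect and cells given 10 µM MG132 for full effect; MG132 reads +100%, hits lower the ratio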
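Doxycycline induced both beetle luciferases in TMD8 lymphoma cells; IKK-driven degradation limits the IkappaBalpha-fused green signal, while red luminescence normalises for cell number and nonspecific effects. Compounds tested up to 46 uM, 4 hrs.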
USP2a inh = inhibitors of human ubiquitin-specific protease USP2a; O75604; USP2 core, Ub-CHOP2 coupled fluorogenic reporter, 485/531; Potency, µM (doses to about 38.3 µM), without a hit: top-dose activity change, negative = inhibition, hits mostly inhibitors; hit rate 0.01% among 330,000; AID 463254;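 note: potency is the fitted concentration of half-maximal effect; plate controls were DMSO wells for no effect and full inhibition by NEM control for full effect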
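USP2 core (10nM final) preincubated 30min RT with compound in 20mM Tris-HCl pH 8.0, 2mM CaCl2, 2mM beta-mercaptoethanol, 0.05% CHAPS; 25nM Ub-CHOP2 plus 25nM reporter substrate added, fluorescence (Ex485/Em531) read after 60min.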
PKM2 act = activators of human pyruvate kinase M2 | AID 1631 | hit rate 0.34% among 260,000 | purified PKM2, Kinase-Glo ATP luminescence, activation; response scale: 0% is enzyme alone, no compound | P14618 | Potency, µM (series often up to 57.5 µM), without a hit: top-dose activation, usual class: activators; note: potency is the fitted concentration of half-maximal effect; nearly all actives have a fitted effect of over 55% in size
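hPK-M2, >95% pure; 0.1 mM ADP / 0.5 mM PEP final; imidazole pH7.2 buffer w/ 7 mM MgCl2, 50 mM KCl; 1 h RT; Kinase-Glo lum. Intermediate enzyme activity for dual inhibitor/activator qHTS.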
B2AR arrestin = recruits beta-arrestin to the human beta2-adrenergic receptor; Potency, µM (top dose mostly 46.1 µM), without a hit: top-dose activation, most hits filed as activators; hit rate 0.02% among 330,000; beta-arrestin recruitment to beta2AR, cell-based reporter; P07550;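 note: potency is the fitted concentration of half-maximal effect; 0% = DMSO controls and full agonism = EC100 isoproterenol or metaproterenol; nearly all actives have a fitted effect of over 65% in size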
Target sequence (P07550 whole entry, looked up): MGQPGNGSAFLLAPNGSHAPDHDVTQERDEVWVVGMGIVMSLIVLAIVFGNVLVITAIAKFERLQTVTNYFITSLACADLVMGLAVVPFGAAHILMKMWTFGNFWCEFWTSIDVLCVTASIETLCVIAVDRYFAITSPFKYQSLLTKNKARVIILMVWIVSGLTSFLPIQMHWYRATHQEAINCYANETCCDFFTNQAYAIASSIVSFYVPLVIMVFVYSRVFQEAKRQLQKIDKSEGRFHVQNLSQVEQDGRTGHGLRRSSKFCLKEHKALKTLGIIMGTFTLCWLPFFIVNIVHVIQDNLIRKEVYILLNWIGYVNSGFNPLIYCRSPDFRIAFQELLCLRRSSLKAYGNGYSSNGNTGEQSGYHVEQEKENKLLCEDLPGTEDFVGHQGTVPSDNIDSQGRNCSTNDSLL
uPA generation = cell surface uPA generation inhibition. hit rate 0.31% among 330,000. cell surface uPA generation assay, qHTS. Potency, µM (series often up to 38.3 µM), for inactives: at the highest dose activity change, negative = inhibition, usual class: inhibitors. AID 540303; active = well fitted inhibition curve with a large enough effect; inconclusive = small, poorly fitted or top-dose-only effect; inactive = no such curve, though single readings can be large or run the other way; tested in mouse RAW 264.7 cells; note: potency is the fitted concentration of half-maximal effect; nearly all actives have a fitted effect of over 55% in size
Eya2 phos inh = Eya2 (human) phosphatase inhibition. hit rate 0.006% among 330,000. recombinant Eya2, OMFP fluorescence dephosphorylation (OMFP is methylfluorescein phosphate). O00167. AID 488837. Potency, µM (series often up to 76.9 µM), for inactives: top-dose activity, negative = inhibition, hits mostly inhibitors; note: potency is the fitted concentration of half-maximal effect
Target sequence (O00167 whole entry, looked up): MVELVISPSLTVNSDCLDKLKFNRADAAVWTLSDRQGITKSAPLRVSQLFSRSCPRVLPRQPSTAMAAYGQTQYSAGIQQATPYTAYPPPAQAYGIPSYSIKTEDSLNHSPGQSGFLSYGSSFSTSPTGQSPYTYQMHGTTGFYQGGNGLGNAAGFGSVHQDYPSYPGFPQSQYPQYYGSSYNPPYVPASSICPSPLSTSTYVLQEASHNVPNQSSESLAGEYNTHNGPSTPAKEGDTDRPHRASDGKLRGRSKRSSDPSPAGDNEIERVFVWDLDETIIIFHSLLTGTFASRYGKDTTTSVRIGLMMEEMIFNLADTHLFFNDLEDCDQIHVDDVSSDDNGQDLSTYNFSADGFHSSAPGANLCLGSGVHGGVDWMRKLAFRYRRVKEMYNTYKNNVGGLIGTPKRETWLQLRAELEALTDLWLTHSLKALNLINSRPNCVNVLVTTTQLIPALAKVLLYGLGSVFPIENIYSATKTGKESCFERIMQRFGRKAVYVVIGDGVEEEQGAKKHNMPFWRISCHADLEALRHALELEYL
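Eya2 (0.2 uM) preincubated 10 min at ambient with compound, then OMFP substrate added at 50 uM; 10 min reaction in 50 mM HEPES pH 7.5, 50 mM NaCl, 5 uM MgCl2, 0.05% BSA, 1 mM DTT. Fluorescence read at Ex 485/Em 525 nm.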
GALK inhibitor = inhibitors of human galactokinase | P51570 | Purified GALK, Kinase-Glo residual ATP luminescence | Potency, µM (highest dose often 57.5 µM), without a hit: top-dose activity change, negative = inhibition, actives largely listed as inhibitors | hit rate 0.007% among 270,000 | AID 1868; note: potency is the fitted concentration of half-maximal effect
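Human GALK (5 nM) with 35 uM ATP and 100 uM galactose in 20 mM HEPES pH 8.0, 5 mM MgCl2, 60 mM NaCl, 1 mM DTT, 0.01% BSA. After 1 h at room temperature, leftover ATP was read by Kinase-Glo Plus luminescence.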
KCNH2 WT inh = inhibitors of human wildtype KCNH2 potassium channel | AID 720551 | hit rate 0.37% among 340,000 | Q12809 | activity change, % at 1.84 µM | U2OS, BacMam KCNH2, thallium flux FluxOr; active compounds read low;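 active = maximum activity change below -70%; inconclusive = maximum activity change between -70% and -50%; inactive = maximum activity change above -50%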
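U2OS cells transduced with wild-type KCNH2 virus are loaded with FluxOr dye for 45 min, and thallium flux is measured in kinetic reads before and after stimulation buffer. Rate constants are normalized to DMSO controls.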
Giardia kill = Giardia lamblia killing | Giardia lamblia trophozoite viability | activity change, % at 7.66 µM, hits read low | hit rate 0.15% among 340,000 | AID 540267; in the data active = activity change below about -80%; inconclusive = between about -30% and that limit;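 note: parasites exposed to compound for two days anaerobically before the ATP read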
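Trophozoite viability was measured as ATP-dependent luminescence, read 15-30 min after reagent addition. Before that, parasites at 100 cells/well were exposed to compounds for 48 h, anaerobically, at 37 deg C.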
KCNH2 3.1 inh = blocks the human KCNH2 3.1 channel isoform | activity change, % (tested at about 1.8 µM) | hit rate 0.95% among 340,000 | U2OS KCNH2 3.1, thallium flux FluxOr; active compounds read low | AID 720553;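 active = maximum activity change below -70%; inconclusive = maximum activity change from -70% to -50%; inactive = maximum activity change above -50%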;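 note: thallium influx rate constant from kinetic fluorescence after stimulation buffer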
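U2OS cells transduced with KCNH2 3.1 mutant virus (1.77 x 10^8 /mL, 4 h), plated overnight at 37 C, loaded 45 min with FluxOr dye plus Red40 quencher. Thallium flux rate constant from kinetic reads after stimulation buffer, normalised to controls.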
Active calls of the source: *; ? = inconclusive; . = no result given; [ ] = dose if it differs, or a comment. Unless noted, calls come from the whole dose curve; as a rule, active = well fitted curve in the direction sought with a large enough effect; inconclusive = small, poorly fitted or top-dose-only effect, or another doubt; inactive = no such curve, though single readings can be large; an effect the other way counts as inactive or inconclusive. Unless noted, % is set by controls: 0 for no effect and ±100 for the full control effect.

SMILES	FBPA coupling cs	Chronic BCR inh	USP2a inh	PKM2 act	B2AR arrestin	uPA generation	Eya2 phos inh	GALK inhibitor	KCNH2 WT inh	Giardia kill	KCNH2 3.1 inh
O=c1[nH]n2cc(-n3cc([N+](=O)[O-])cn3)cnc2c1Br	4	10%	-1%	-8%	-0.2%	-2%	13%	15%	.	12	-23
CC(C)=CCC1=C(OCC(=O)O)C(=O)c2ccccc2C1=O	-45*	?	0%	-4%	0.0%	-14%	-5%	?	8	-16	9
CC(C(=O)N1CCCC1)N(c1ccccc1)S(C)(=O)=O (stereo unspecified)	-1	1%	-2%	5%[11.5 µM]	-0.3%	.	-11%	6%	.	.	.
Cc1ccccc1C(=O)Oc1cc(N)n(S(=O)(=O)c2ccccc2)n1	0	?	2%	1%	-0.3%	-3%	-11%	0%	0	3	3
COc1cccc2cc(C(=O)CS(=O)(=O)c3ccc(C(C)(C)C)cc3)c(=O)oc12	.	0%	0%	.	0.2%	9%	-6%	-16%	0	17	5
CN(C)c1ccc(CNC(=O)C2CCN(S(=O)(=O)c3ccc4c(c3)CCC(=O)N4)CC2)cc1	-25	-9%	-1%	5%	-0.2%	?	-1%	2%	-3	2	10
Nc1nonc1-n1nnc(C(=O)N/N=C/c2c(F)cccc2Cl)c1-c1ccc2c(c1)OCO2	.	0%	0%	.	-0.1%	-2%	7%	5%	-13	15	-11
COc1cccc(NC(=S)N(CCN(C)C)C(C)c2ccco2)c1 (stereo unspecified)	3	7%	4%	2%	-0.7%	1%	-4%	1%	-1	-5	15
O=C(c1ccc([N+](=O)[O-])cc1)N1CCN(C(=O)c2cccs2)CC1	1	3%	3%	0%	4.1%	1%	10%	2%	16	2	-5
CCCCCc1c(C)nc(Nc2ccc(F)cc2)[nH]c1=O	2	-10%	0%	-4%	0.0%	0%	20%	-3%	0	0	6
O=C(N/C=N/O)C(c1ccccc1)c1ncc(C(F)(F)F)cc1Cl (stereo unspecified)	0	4%	1%	.	0.1%	1%	2%	-1%	3	4	12
Cc1cc(=O)oc2cc(OCC(=O)Nc3ccc(CN4CCOCC4)cc3)ccc12	-1	-1%	0%	.	0.5%	-1%	-14%	-3%	-2	-2	20
CC(C)c1ccc(N(CC(=O)NCc2ccc(F)cc2)C(=O)c2csnn2)cc1	3	-1%	0%	-31%	0.4%	?	-4%	8%	-13	22	9
COc1ccc(Cl)cc1NC(=O)c1nnn(CC(=O)Nc2ccc3c(c2)OCO3)c1N	-2	-6%	1%	7%[0.46 µM]	0.4%	5%	-5%	7%	-4	-7	-13
COc1cc2cnc(C3=CCCCC3)cc2cc1OC	.	?	2%	.	-0.6%	-5%	12%	.	.	-10	.
CC(C)CC(COCc1ccc(Cl)cc1)N1CCN(C(=O)c2cccc(C(F)(F)F)c2)CCC1=O (stereo unspecified)	1	-4%	-1%	-3%	-0.8%	8%	-3%	.	-2	-26	-30
O=C(N/N=C/c1ccco1)C1COc2ccccc2O1 (stereo unspecified)	2	2%	7%	-3%	-1.0%	-3%	0%	0%	14	-15	13
CC1CN(C(=O)C(C)Sc2nc3ccccc3s2)CC(C)O1 (stereo unspecified)	-2	-1%	1%	1%	-0.1%	7%	3%	2%	-8	-23	8
N#Cc1ccc(S(=O)(=O)N2CCC(C(=O)Nc3cccc(C(=O)NC4CC4)c3)CC2)cc1	.	?	0%	.	0.2%	14%	-16%	.	-6	-5	-4
Cc1cc(N=Nc2ccccc2)c(NCC(O)C(O)C(O)CO)cc1C (stereo unspecified)	-5	?	-6%	9%	-0.4%	?	-7%	-1%	31	1	3
CCC(=O)Nc1ccc(C(=O)Nc2cccc(OC)c2)cc1	-1	?	1%	-18%	-0.3%	-8%	-1%	-2%	1	13	10
CN(C(=O)c1ccc(NC(=O)Cc2ccc(NC(=O)C3CCN(C(=O)CCc4ccccc4)CC3)cc2)cc1)C1CC1	.	15%	-1%	.	-2.2%	-7%	-14%	.	-7	-9	4
O=C(OCC(=O)N1CCN(c2ccccc2)CC1)c1ccc[n+]([O-])c1	5	1%	2%	-19%	-0.7%	.	-5%	2%	-1	-28	-4
Cc1cc(=O)n(C)c(=O)n1CCCCOc1ccc([N+](=O)[O-])cc1	2	1%	1%	?	0.0%	-6%	1%	1%	8	5	-16
CCOc1ccc(N2CC(C(=O)NCCCN3CCOCC3)CC2=O)cc1 (stereo unspecified)	-2	7%	0%	-5%	-0.1%	3%	3%	0%	4	-19	1
Cc1ccc(C2=NN=C(NC(=O)CSc3nnc4c5ccccc5n(C)c4n3)SC2)cc1	1	-16%	-24%	16%	-0.7%	-8%	13%	.	24	3	8
Cn1c(NC(=O)C2c3ccccc3Oc3ccccc32)cc(=O)n(C)c1=O	-2	9%	0%	4%	0.0%	-3%	2%	-2%	-4	11	-19
C/C(=N\NC(=O)c1ccc(CSc2nc(C)cc(C)n2)cc1)c1ccco1	-1	1%	0%	9%	0.0%	5%	-9%	2%	-5	-22	15
CSc1ccccc1NC(=O)COC(=O)c1ccc(-n2nc(C)cc2C)cc1	.	-17%	4%	.	0.2%	3%	-13%	.	5	-12	-11
COc1cccc(NC(=O)CSc2nc3c(c(-c4ccco4)c2C#N)CCCC3)c1	4	6%	3%	1%	-0.7%	2%	3%	0%	32	-24	2
Fc1ccc2nc(Nc3nc4c(F)cccc4s3)sc2c1	-4	?	3%	-1%	-0.3%	5%	1%	-5%	-7	6	-1
CC(=O)C(Sc1nc(N2CCOCC2)nc(N2CCOCC2)n1)C(=O)Nc1ccccc1 (stereo unspecified)	6	?	1%	-3%	-0.2%	4%	-4%	-1%	11	8	3
CCCCC(CCC(=O)Nc1ccc(C(=O)OCC)cc1)C(=O)O (stereo unspecified)	6	-6%	3%	0%	0.0%	9%	2%	-3%	-12	-2	0
CCOC(=O)c1sc(NNC(=O)c2ccc(C)cc2)nc1C	0	?	4%	0%	-0.5%	-1%	1%	4%	10	4	9
Cc1nc(N)sc1-c1csc(Nc2ccccc2)n1	-13	?	-1%	-8%	3.5%	-3%	-12%	-1%	-2	-1	7
O=C(NCCCn1ccnc1)c1cccc(S(=O)(=O)NCc2ccccc2)c1	1	-2%	0%	-1%	0.1%	-1%	-6%	8%	1	2	3
C/C(CC(=O)Nc1ccc(Br)cc1)=N\NC(=O)c1cccc(O)c1	-3	?	-11%	0%	-1.8%	-16%	-3%	4%	9	16	12
O=C(Nc1cccc(/C=C/c2nc3ccccc3c(=O)[nH]2)c1)c1ccccc1Cl	2	?	1%	1%	3.2%	-11%	10%	-1%	3	-12	-7
CCOc1ccc(S(=O)(=O)N(CC)CC)cc1NC(=O)CSCc1c(C)noc1C	.	0%	1%	.	-0.1%	-8%	-31%	.	3	-3	6
CC(C)N(C(=O)[C@H]1C[C@H](CC(=O)NCCCn2ccnc2)C(=O)N2CCc3c([nH]c4cc(CCC(=O)N(C)C)ccc34)[C@]12C)C(C)C	.	7%	3%	.	-0.5%	11%	-1%	.	-3	-6	34
Cc1ccc(S(=O)(=O)N2CCN(C(=O)CSc3n[nH]c(N)n3)CC2)c(C)c1	.	?	2%	.	0.1%	14%	-8%	.	45	18	3
O=C(CCS(=O)(=O)c1ccc(Br)cc1)NCc1ccco1	0	-8%	-9%	.	2.9%	-3%	8%	10%	29	22	0
CN(Cc1ccccc1)C(=O)COc1cc(Cl)ccc1Cl	1	5%	4%	.	0.2%	-7%	-8%	1%	0	22	-9
Cc1c(C(=O)OC/C(O)=C(\C#N)c2nc3ccccc3[nH]2)oc2ccc(Br)cc12	0	4%	0%	-2%	-0.1%	4%	6%	6%	1	-15	5
O=C(Nc1nnc(CSCc2ccccc2F)s1)c1cccc([N+](=O)[O-])c1	-16	?	-1%	22%	-1.1%	-4%	8%	-2%	-1	-11	10
COC(=O)c1ccc(NC(=O)CCCCCn2nnc3ccccc3c2=O)cc1	2	-5%	1%	.	-0.5%	-18%	-2%	-3%	31	28	-2
CC(C)NC(=O)C(=O)Nc1cc2c3c(c1)CCC(=O)N3CCC2	.	-2%	0%	.	-0.3%	13%	0%	0%	-2	-12	-12
CC(C)(C)N1C(=O)[C@H]2[C@@H](c3ccc(Br)cc3)N3C(=O)N(c4cccc(F)c4)C(=O)[C@@]3(C)[C@H]2C1=O	.	1%	5%	.	-0.1%	17%	1%	.	-7	5	2
CCCCNC(=O)COC(=O)c1cc(C)nc2ccccc12	5	5%	3%	3%	0.8%	.	0%	2%	26	4	-4

Source: PubChem

Compounds were not picked by outcome; 2.4% or so of the library scored in one or more.
